DNA FID counter: displaces DNA intercalator in HCV helicase counter-screen; DNA fluorescent intercalator displacement, fluorescence; 290,000 tested, 0.17% active; inhibition, % at 7.9 µM; AID 1845; in the data active = inhibition above about 37%;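 also: 0% = vehicle and 100% = reference compound; higher means more ethidium bromide displaced from hairpin DNA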
SUMO HTRF inh: inhibitors of human SUMOylation (UBC9). HTRF SUMOylation assay, SAE1/SAE2 + UBC9, in vitro. inhibition, % at 35 µM. 290,000 tested, 0.36% active. AID 2006; in the data active = inhibition above about 50%, passing the limit was not always enough; also: strong numbers were not always called active
Target sequence (P63279 whole entry, looked up): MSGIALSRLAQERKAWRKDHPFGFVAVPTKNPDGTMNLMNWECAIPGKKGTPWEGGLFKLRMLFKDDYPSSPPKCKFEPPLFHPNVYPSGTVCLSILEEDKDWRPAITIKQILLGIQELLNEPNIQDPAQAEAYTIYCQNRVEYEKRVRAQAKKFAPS
MEKK2mut PB1 HTS: signal of MEK5 binding to mutant human MEKK2 PB1 domain; 290,000 tested, 0.35% active; percent response, % at 10 µM; AID 1530; bead flow cytometry, Alexa488-MEK5 binding to MEKK2 mutant; in the data active = percent response above about 24%, passing the limit was not always enough; also: inactives centre near 1; some results filed as inactive read as strong as hits
NALP1 inh: blocks the NALP1 inflammasome reconstituted in yeast; AID 2071; 280,000 tested, 0.61% active; inhibition, % at 10 µM; S. cerevisiae NALP1/ASC/caspase-1 growth, X-gal OD620, 72 h; in the data active = inhibition mostly above about 24%, no sharp cut-off; inactive = mostly below about 32%; also: some compounds called inactive have numbers as strong as hits
IMP-1 inh: blocks Pseudomonas aeruginosa IMP-1 metallo-beta-lactamase; purified IMP-1, nitrocefin hydrolysis, epi-absorbance fluorescence; inhibition, % at 5.6 µM; 290,000 tested, 0.45% active; AID 1556;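 active = inhibition above the mean plus 3 SD of all compounds in the same screening run, cut at about 4.5% in these data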;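 also: 0% = IMP-1 with DMSO and 100% = DMSO wells lacking enzyme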
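Assay system: purified IMP-1; Quantity: IMP-1 0.2 nM before substrate addition; Medium: HEPES buffer pH 7.1 with ZnSO4 and Brij 35; Incubation: 15 min enzyme–compound preincubation, then 25 min nitrocefin reaction, 25 °C; Signal: fluorescence quenching readout, ex 480/em 530 nm; Controls: DMSO with and without IMP-1; Repeats: singlicate testing.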
HCV NS3 hel inh: HCV NS3 helicase inhibition; NS3 helicase DNA unwinding, Cy5 molecular beacon fluorescence; inhibition, % at 10.9 µM; 290,000 tested, 0.56% active; AID 1800;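 active = inhibition above the mean of all tested compounds plus 3 SD, set per campaign, cut at about 35% in these data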;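 also: 0% = DMSO wells and 100% = thioflavine S control wells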
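Assay system: hepatitis C virus NS3 helicase domain fragment enzyme. Also added: annealed dual-labelled DNA beacon duplex, ATP-started. Timing: 1 h reaction at 25 °C, ATP-initiated. Technique: Cy5 fluorescence at 0 and 60 min, beacon hairpin quenching. Evaluation: % inhibition of unwinding. Replication: one well per compound.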
VIM-2 inh: inhibitors of Pseudomonas aeruginosa VIM-2 metallo-beta-lactamase; purified VIM-2, nitrocefin hydrolysis, epi-absorbance fluorescence; inhibition, % at 5.6 µM; 290,000 tested, 0.89% active; AID 1527;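 active = inhibition above the mean of all tested compounds plus 3 SD, cutoff set per screening run, cut at about 7.5% in these data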;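 also: red hydrolysis product quenches plate fluorescence so inhibitors raise well fluorescence; 0% = enzyme with DMSO and 100% = DMSO without enzyme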
PfM18AAP inh: blocks P. falciparum M18 aspartyl aminopeptidase; AID 1822; 290,000 tested, 1.2% active; recombinant PfM18AAP, H-Glu-NHMec fluorogenic cleavage; inhibition, % at 7.35 µM;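 active = inhibition above the campaign mean inhibition over all tested compounds plus 3 SD, cut at about 28% in these data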;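 also: 0% = plate median of test compound wells and 100% = 2 mM ZnCl2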
MEKK2 WT-MEK5: raises or lowers MEK5 binding to wildtype human MEKK2 PB1 domain. Q9Y2U5. bead flow cytometry, Alexa488-MEK5 binding to MEKK2 WT; actives lie on both sides. binding response (% of control), % at 10 µM. 290,000 tested, 1.1% active; in the data active = binding response below about 67% or above about 130%
* hit, by the source's call; [ ] = remark or other dose. Rows are unselected, and some 4.7% of all compounds hit somewhere here.

Below each SMILES – DNA FID counter	SUMO HTRF inh	MEKK2mut PB1 HTS	NALP1 inh	IMP-1 inh	HCV NS3 hel inh	VIM-2 inh	PfM18AAP inh	MEKK2 WT-MEK5
- Cc1nc2nc(CNC(=O)OC(C)(C)C)nn2c(C)c1CCC(=O)Nc1ccc2c(c1)OCO2
→ -42	-2	0	-5	-3.6	-4	-6.0	-1	105
- S=c1[nH]nc(COc2ccccc2)n1C1CCCCC1
→ -18	-5	18	5	-3.6	-4	-1.4	8	117
- O=C(c1ccccc1)c1ccccc1C(=O)N1CCN(C(=O)c2ccccc2)CC1
→ -33	-7	2	-16	-3.4	3	-4.8	11	100
- COc1ccc(S(=O)(=O)Nc2c(C(=O)O)[nH]c3ccccc23)cc1OC
→ -14	2	-2	15	-1.9	4	-1.2	-3	100
- O=C(CSc1ccc(Cl)cc1)Nc1ccc(N2CCN(C(=O)c3ccc(Cl)cc3)CC2)cc1
→ 4	14	3	17	0.1	14	3.9	6	100
- COc1cc(NC(=O)Cc2nn(C)c(=O)c3ccccc23)cc(OC)c1OC
→ -9	-2	2	4	-2.4	1	0.0	4	100
- COC(=O)Cc1ccc2c3ccccc3n(C)c2c1
→ -7	1	-1	-15	-3.7	-3	-2.3	-6	93
- CCOc1ccc2nc(NCCNC(=S)NCCCN(C)C)c(C#N)cc2c1
→ 42*	36	-17	-9	0.3	-19	13*	2	73
- CCO[C@@H]1OC(C(=O)N2CCN(Cc3ccc4c(c3)OCO4)CC2)=C[C@H](C2CC2)[C@H]1CCCO
→ -35	-12	4	-13	-3.5	0	-2.4	-1	102
- Cc1c(CCC(=O)O)c(=O)oc2cc3occ(-c4ccc(Br)cc4)c3cc12
→ -19	31	5	8	3.2	-16	-2.5	-7	105
- O=C(NCc1ccccn1)C1CCCCC1
→ -3	-2	-23	7	0.9	-2	2.4	8	79
- CCn1c(Cl)c(C=O)s/c1=N\S(=O)(=O)c1ccccc1
→ -4	16	-19	18	-3.4	33	-2.8	-39	85
- CC(=O)Nc1ccc2nc(NS(=O)(=O)c3ccc(C)cc3)sc2c1
→ -10	-18	7	1	-3.1	9	-2.2	17	102
- COC(=O)CCc1nc2ccccc2nc1OC
→ 3	6	-5	-6	-2.5	4	-1.9	-4	96
- COc1cccc(NC(=O)Cn2c(=O)n(CCC(=O)NCc3ccco3)c(=O)c3ccccc32)c1
→ -5	5	-13	9	-1.8	-2	2.2	-8	87
- Cc1ccc(/C=N/Nc2nnc(Cc3ccccc3)c(=O)[nH]2)o1
→ -10	1	-1	0	-4.3	-3	-0.9	4	96
- COc1ccc(CNC(=O)C(c2ccco2)N(C(=O)c2ccccn2)c2ccccc2)cc1 (stereo not drawn)
→ -35	10	-15	-12	2.2	2	-0.4	-9	55*[inhibitor]
- O=S(=O)(NC1CCCCCC1)c1ccc(Br)s1
→ -8	-6	3	0	-1.4	-11	-0.9	1	102
- COc1ccc(NC(=O)N(CCCN(C)C)Cc2cc3cc(OC)ccc3[nH]c2=O)cc1
→ 10	-4	-2	18	-1.5	-3	-2.3	-3	94
- CC(=C1C(=O)c2ccccc2C1=O)N1CCN(C/C=C/c2ccccc2)CC1
→ -5	14	-2	24	-2.8	6	-4.5	-9	99
- O=C(Nc1nc(-c2cccc3ccccc23)cs1)c1ccc2c(c1)S(=O)(=O)c1ccccc1C2=O
→ 3	27	0	21	-3.1	12	-1.9	-4	109
- COc1ccc(CCNC(=O)Cn2c(=O)n(Cc3ccco3)c(=O)c3ccc(Cl)cc32)cc1OC
→ -30	12	-8	-1	-3.2	1	-4.4	3	88
- O=C(NCCc1ccccc1)C1CCN(S(=O)(=O)c2cccs2)CC1
→ -10	-2	5	-6	-0.6	-2	-0.7	-14	103
- COc1cc(C2OCC3C(c4ccc(OC5OC(CO)C(O)C(O)C5O)c(OC)c4)OCC23)ccc1O (stereo not drawn)
→ -9	13	2	-8	-0.5	19	-3.3	41*	76
- O=C(CSc1ccc(Cl)cc1)NCc1ccco1
→ -2	2	-6	3	-2.1	5	-5.8	0	93
- CC(C)(C)CC(C)(C)NCC(O)COCCOc1ccc(Br)cc1 (stereo not drawn)
→ 25	8	6	31	-1.8	-40	-2.6	3	107
- CCC(=O)N(Cc1ccc(C)cc1)Cc1cc2cc3c(cc2[nH]c1=O)OCO3
→ -8	2	4	-7	-1.8	5	-2.2	-4	104
- O=C1CN=C(Nc2ccccc2Cl)N1c1ccccc1
→ -4	14	7	34*	-4.2	2	-2.6	4	107
- CCOc1ccc(NC(=O)CCN2CCN(S(=O)(=O)c3ccc(OC)cc3)CC2)cc1
→ -18	12	-1	18	-0.2	-1	0.4	-3	101
- COCC(=O)Nc1cc(C)cn(Cc2ccccc2Cl)c1=O
→ -15	18	0	8	-0.1	2	-0.6	-10	101

Given with bars between the fields: entries from further up
structure | DNA FID counter | SUMO HTRF inh | MEKK2mut PB1 HTS | NALP1 inh | IMP-1 inh | HCV NS3 hel inh | VIM-2 inh | PfM18AAP inh | MEKK2 WT-MEK5
COc1ccc(CCNC(=O)Cn2c(=O)n(Cc3ccco3)c(=O)c3ccc(Cl)cc32)cc1OC | -30 | 12 | -8 | -1 | -3.2 | 1 | -4.4 | 3 | 88
O=C(c1ccccc1)c1ccccc1C(=O)N1CCN(C(=O)c2ccccc2)CC1 | -33 | -7 | 2 | -16 | -3.4 | 3 | -4.8 | 11 | 100

The main list resumes, starting 6 compounds before the break.
Below each SMILES – DNA FID counter	SUMO HTRF inh	MEKK2mut PB1 HTS	NALP1 inh	IMP-1 inh	HCV NS3 hel inh	VIM-2 inh	PfM18AAP inh	MEKK2 WT-MEK5
- O=C(CSc1ccc(Cl)cc1)NCc1ccco1
→ -2	2	-6	3	-2.1	5	-5.8	0	93
- CC(C)(C)CC(C)(C)NCC(O)COCCOc1ccc(Br)cc1 (stereo not drawn)
→ 25	8	6	31	-1.8	-40	-2.6	3	107
- CCC(=O)N(Cc1ccc(C)cc1)Cc1cc2cc3c(cc2[nH]c1=O)OCO3
→ -8	2	4	-7	-1.8	5	-2.2	-4	104
- O=C1CN=C(Nc2ccccc2Cl)N1c1ccccc1
→ -4	14	7	34*	-4.2	2	-2.6	4	107
- CCOc1ccc(NC(=O)CCN2CCN(S(=O)(=O)c3ccc(OC)cc3)CC2)cc1
→ -18	12	-1	18	-0.2	-1	0.4	-3	101
- COCC(=O)Nc1cc(C)cn(Cc2ccccc2Cl)c1=O
→ -15	18	0	8	-0.1	2	-0.6	-10	101
- Fc1ccc(N2N=C(c3cccs3)CC2c2ccco2)c(F)c1 (stereo not drawn)
→ 0	8	0	6	-2.3	0	-3.5	5	99
- CCOc1ccc(NC(=O)CSc2ccc(-c3ccco3)nn2)cc1
→ -24	9	7	-52	-2.1	13	-2.3	-3	106
- CCC1S/C(=C(\C#N)C(N)=O)N(c2ccc(F)cc2)C1=O (stereo not drawn)
→ -2	8	13	15	-2.7	7	-1.5	2	123
- Cc1ccc(C(=O)N2CCN(c3cnn(C)c(=O)c3Cl)CC2)cc1
→ -21	21	-5	4	-2.2	2	-0.6	-4	103
- C=CCn1c(C)cc(-c2csc(NC)n2)c1C
→ 0	33	0	4	-3.0	8	-2.0	7	88
- COc1ccc(N(C(C)=O)S(=O)(=O)c2cccs2)cc1
→ -3	-35	-3	7	0.8	6	-1.0	7	94
- Cc1cccc(C)c1NC(=O)N1CCCC1C(=O)Nc1ccc(-n2cnnn2)cc1 (stereo not drawn)
→ -3	-8	-8	5	-1.6	-2	0.3	1	92
- COc1cc(SC#N)ccc1N=Cc1c(C)[nH]n(-c2cccc3ccccc23)c1=O
→ -8	-48	9	39	-2.6	-2	-0.1	-11	101
- N#Cc1ccsc1NC(=O)c1cccc(-n2cnnn2)c1
→ -8	17	-5	16	3.5	7	4.3	1	97
- Cc1ccc(NC(=O)CC2S/C(=N/N=C/c3c[nH]c4ccccc34)NC2=O)cc1 (stereo not drawn)
→ 3	26	-2	29	-1.1	-5	-2.5	7	93
- CC1=C(C(=O)Nc2ccc(F)cc2)C(c2ccncc2)C2=C(CCCC2=O)N1 (stereo not drawn)
→ 0	13	1	8	-0.6	1	0.5	-2	94
- COc1ccc(C(C)NC(=S)NCc2ccc(F)cc2)cc1 (stereo not drawn)
→ -11	-1	2	16	-0.1	-2	-0.2	-2	100
- C=CCOc1ccc(NC(=O)C2CC(=O)N(C(C)C)C2)cc1 (stereo not drawn)
→ 1	-5	-1	10	-2.6	-6	-2.8	-9	95
- CCCC(C)C(=O)Nc1nc(C)c(-c2csc(Nc3cc(OC)ccc3OC)n2)s1 (stereo not drawn)
→ 0	-3	-1	-13	-3.4	-4	-1.6	0	105
- COc1cc(CN2CCCC(N3CCN(c4ccc(F)cc4)CC3)C2)ccc1F (stereo not drawn)
→ 13	-8	4	21	0.5	-10	1.2	-7	107
- Cc1cc(C)n2nc(C(=O)N3CCCC(CNS(=O)(=O)c4cccs4)C3)cc2n1 (stereo not drawn)
→ -22	7	-7	3	-1.6	3	-3.1	-2	92
- O=C1c2cccc3cccc(c23)C(=O)N1CCc1ccccc1
→ -2	13	-12	9	-3.2	17	-2.2	-3	100
- O=C(NCCc1ccccc1)c1cccc(S(=O)(=O)N2CCCCC2)c1
→ -25	8	6	11	-1.0	-3	-1.2	-15	113
- O=C(COc1ccccc1F)N/N=C1\CCCc2ccccc21
→ 0	2	3	17	-3.5	-3	-3.0	9	94
- COc1ccc(CNC(=O)CN2CCN(C(c3ccccc3)c3ccccc3)CC2)cc1
→ 4	4	1	37*	-1.8	-25	-2.6	1	104
- O=C(COC(=O)/C=C/c1ccccc1)NCCC1=CCCCC1
→ -16	-7	1	12	-0.3	13	2.5	7	102
- O=C(CSc1nnc(-c2ccco2)o1)N1c2ccccc2CCc2ccccc21
→ -30	10	-11	19	-4.0	5	-2.8	-1	85
- COC(=O)c1ccc2c(c1)NC(=O)C(N1CCOCC1)S2 (stereo not drawn)
→ -3	-27	3	2	-0.9	2	-3.7	2	98
- Nc1ncn(-c2ncc(C(F)(F)F)cc2Cl)n1
→ -1	21	-3	2	-3.2	-3	-1.7	-1	98

Compounds from the list above with a cyano group:
Below each SMILES – DNA FID counter	SUMO HTRF inh	MEKK2mut PB1 HTS	NALP1 inh	IMP-1 inh	HCV NS3 hel inh	VIM-2 inh	PfM18AAP inh	MEKK2 WT-MEK5
- CCOc1ccc2nc(NCCNC(=S)NCCCN(C)C)c(C#N)cc2c1
→ 42*	36	-17	-9	0.3	-19	13*	2	73
- CCC1S/C(=C(\C#N)C(N)=O)N(c2ccc(F)cc2)C1=O (stereo not drawn)
→ -2	8	13	15	-2.7	7	-1.5	2	123
- COc1cc(SC#N)ccc1N=Cc1c(C)[nH]n(-c2cccc3ccccc23)c1=O
→ -8	-48	9	39	-2.6	-2	-0.1	-11	101
- N#Cc1ccsc1NC(=O)c1cccc(-n2cnnn2)c1
→ -8	17	-5	16	3.5	7	4.3	1	97
